Screening data deposited in PubChem BioAssay by National Center for Advancing Translational Sciences (NCATS).
Tb PFK inh = inhibitors of T. brucei phosphofructokinase | T. brucei PFK, ADP-Glo luminescence | AID 485367 | Potency, µM (doses to about 57.5 µM), for the others: at the highest dose activity, negative = inhibition, most hits filed as inhibitors | 0.17% of 330,000 active;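 note: potency is the fitted concentration of half-maximal effect; 0% = uninhibited 1x PFK enzyme wells and -100% = no-enzyme wells; nearly all actives have a fitted effect of over 60% in size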
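Activity is normalized to no-enzyme wells (full inhibition) and 1.25 nM enzyme wells (no inhibition). Reaction: 0.5 mM F6P, 0.1 mM ATP, 45 min RT, ADP-Glo luminescence; concentration-response curves fitted and classed by quality.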
Mito fusion yeast = inhibitors of mitochondrial division or activators of mitochondrial fusion; S. cerevisiae fusion-defective mutant growth rescue, CellTiterGlo 48 h; Potency, µM (top dose mostly 46.1 µM), for the others: at the top dose growth rescue (activation), hits mostly activators; 0.23% of 320,000 active; AID 485298;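 note: potency is the fitted concentration of half-maximal effect; % of control where 0% means no effect; nearly all actives have a fitted effect of over 45% in size; temperature-sensitive fusion mutants such as fzo1-1 at 37 °C on non-fermentable ethanol glycerol medium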
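Growth-rescue viability read-out: after 48 h at the non-permissive 37C in glycerol/ethanol YPEG, yeast mitochondrial fusion mutants are measured by CellTiterGlo luminescence; compounds (23 nl pinned per well) restoring growth score as division inhibitors or fusion activators.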
TCR activator = activates T cell receptor signaling; primary human leukocytes, anti-CD3, IL-2 HTRF, 48 h; Potency, µM (top dose mostly 9.22 µM), for the others: at the highest dose activation of IL-2 secretion, most hits filed as activators; 330,000 tested, under 10 active; note: % of control where 0% means no effect
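Human primary leukocytes + a-CD3 beads + cpd, 48 hr; IL-2 in supernatant by HTRF (ex 320nm / em 665nm). No co-stimulatory signal supplied.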
ELG1 DNA repair = ELG1-dependent DNA repair inhibition. HEK293T ELG1-luciferase reporter, luminescence, 16 h; DNA damage induced by 5-fluorouridine. Potency, µM (series often up to 46.1 µM), for inactives: at the highest dose activity change, negative = inhibition, hits mostly inhibitors. 2.3% of 330,000 active. AID 504467; note: potency is the fitted concentration of half-maximal effect; % is set by controls: 0 for no effect and ±100 for the full control effect; nearly all actives have a fitted effect of over 55% in size
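In this reporter screen, reduction of luminescence relative to DMSO vehicle indicated activity. Compounds and 5-fluorouridine were added together to 2,000 cells per well, incubated for 16 hr at 37 °C, then developed with ONE-Glo.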
uPA surface inh = inhibitors of cell surface uPA generation; Potency, µM (series often up to 38.3 µM), inactives show at the highest dose activity change, negative = inhibition, usual class: inhibitors; AID 540303; 0.31% of 330,000 active; cell surface uPA generation assay, qHTS; active = well fitted inhibition curve with a large enough effect; inconclusive = small, poorly fitted or top-dose-only effect; inactive = no such curve, though single readings can be large or run the other way; tested in mouse RAW 264.7 cells; note: potency is the fitted concentration of half-maximal effect; % is set by controls: 0 for no effect and ±100 for the full control effect; nearly all actives have a fitted effect of over 55% in size
B2AR arrestin = beta2AR (human) beta-arrestin recruitment activity; Potency, µM (highest dose often 46.1 µM), for inactives: at the highest dose activation, most hits filed as activators; beta-arrestin recruitment to beta2AR, cell-based reporter; P07550; 0.02% of 330,000 active; AID 492947;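 note: potency is the fitted concentration of half-maximal effect; 0% = DMSO controls and full agonism = EC100 isoproterenol or metaproterenol; nearly all actives have a fitted effect of over 65% in size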
USP2a inh = USP2a (human) protease inhibition. USP2 core, Ub-CHOP2 coupled fluorogenic reporter, 485/531. O75604. 0.01% of 330,000 active. AID 463254. Potency, µM (top dose mostly 38.3 µM), for the others: top-dose activity change, negative = inhibition, hits mostly inhibitors;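 note: potency is the fitted concentration of half-maximal effect; plate controls were DMSO wells for no effect and full inhibition by NEM control for full effect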
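USP2 core (10nM final) preincubated 30min RT with compound in 20mM Tris-HCl pH 8.0, 2mM CaCl2, 2mM beta-mercaptoethanol, 0.05% CHAPS; 25nM Ub-CHOP2 plus 25nM reporter substrate added, fluorescence (Ex485/Em531) read after 60min.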
TSHR antagonist = antagonists of human thyroid stimulating hormone receptor; activity change, negative = inhibition, % at 11.5 µM; 0.2% of 330,000 active; TSHR-expressing cells, TSH-stimulated cAMP HTRF, 2 h; active compounds read low; P16473;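 active = activity change below a set negative limit, meaning inhibition stronger than a set level, cut at about -70% in these data; inconclusive = activity change between two set negative limits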; note: % is set by controls: 0 for no effect and ±100 for the full control effect
Target sequence (P16473 whole entry, looked up): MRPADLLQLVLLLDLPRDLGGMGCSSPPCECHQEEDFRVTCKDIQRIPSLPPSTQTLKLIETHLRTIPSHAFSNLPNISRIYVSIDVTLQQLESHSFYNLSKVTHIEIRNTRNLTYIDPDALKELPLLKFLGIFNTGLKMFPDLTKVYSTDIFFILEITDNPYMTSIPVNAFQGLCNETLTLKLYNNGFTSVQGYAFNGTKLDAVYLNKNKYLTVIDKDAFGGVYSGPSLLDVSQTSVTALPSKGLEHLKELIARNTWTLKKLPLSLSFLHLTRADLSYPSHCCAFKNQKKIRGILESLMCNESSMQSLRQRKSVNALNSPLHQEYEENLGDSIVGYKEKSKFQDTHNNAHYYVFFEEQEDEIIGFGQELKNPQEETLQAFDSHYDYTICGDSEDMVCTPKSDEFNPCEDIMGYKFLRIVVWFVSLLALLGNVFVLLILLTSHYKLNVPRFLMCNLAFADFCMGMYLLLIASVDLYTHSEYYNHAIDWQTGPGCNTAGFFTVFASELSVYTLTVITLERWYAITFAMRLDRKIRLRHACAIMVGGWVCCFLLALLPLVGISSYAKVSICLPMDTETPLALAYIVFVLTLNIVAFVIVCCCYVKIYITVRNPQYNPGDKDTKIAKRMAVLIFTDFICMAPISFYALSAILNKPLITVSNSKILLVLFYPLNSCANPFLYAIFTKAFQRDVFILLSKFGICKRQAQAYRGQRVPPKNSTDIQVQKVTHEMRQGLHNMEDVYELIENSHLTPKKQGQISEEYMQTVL
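TSHR-expressing cells were treated with compounds, then stimulated with TSH at EC80 (4nM final) for 2 hours at 37 deg C. Cellular cAMP was measured by HTRF competition between lysate cAMP and cAMP-d2 for a cryptate-labelled anti-cAMP antibody.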
TSG101-PTAP inh = blocks PTAP/TSG101 interaction to inhibit HIV-1 budding; 340,000 tested, under 10 active; AID 493005; Q99816; Potency, µM (titrated, usually from 115 µM), inactives show top-dose activity change, negative = inhibition, hits mostly inhibitors; Fluorescence polarization, FITC-PTAP peptide / Tsg101 binding; active = well fitted inhibition curve with a large enough effect in the main read-out, with a control signal flat, not every such curve was filed as active; inconclusive = small, poorly fitted or top-dose-only effect, or effect the other way, or a change in a side signal; inactive = no such curve, though single readings can be large or run the other way; note: potency is the fitted concentration of half-maximal effect; % of control where 0% means no effect
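Compounds were pin-transferred onto Tsg101 binding domain (10 uM final) in HEPES pH 7.5 buffer, then FITC-PTAP peptide was added at 50 nM final. After 20 min at RT, polarization reported peptide displacement across a qHTS concentration series.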
Chronic BCR inh = inhibitors of chronic active B-cell receptor signaling; ABC-DLBCL IkBa-CBG/CBR reporter, luminescence ratio, 4 h; Potency, µM (top dose mostly 46.1 µM), inactives show at the top dose ratio change, negative = lower green/red ratio, most hits filed as inhibitors; 0.05% of 340,000 active; AID 493014; active = well fitted inhibition curve with a large enough effect in the signal ratio, with a control signal flat, not every such curve was filed as active; inconclusive = small, poorly fitted or top-dose-only effect, or effect the other way, or a change in a side signal; the % refers to the signal ratio;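 note: potency is the fitted concentration of half-maximal effect; plate controls were basal doxycycline-induced cells for no effect and cells given 10 µM MG132 for full effect; MG132 reads +100%, hits lower the ratio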
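Cell line TMD8 (human ABC DLBCL), stably expressing tet-inducible CBG68-IkBa fusion and CBR; IMDM/0.5% FBS; cpd up to 46 uM; dox induction, 4 h, 37C/5% CO2; dual luminescence; green/red ratio; MG132 control.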
Eya2 phos inh = inhibitors of human Eya2 phosphatase activity; Potency, µM (doses to about 76.9 µM), for inactives: at the highest dose activity, negative = inhibition, actives largely listed as inhibitors; 0.006% of 330,000 active; recombinant Eya2, OMFP fluorescence dephosphorylation (OMFP is methylfluorescein phosphate); note: potency is the fitted concentration of half-maximal effect; % is set by controls: 0 for no effect and ±100 for the full control effect
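Eya2 protein (added as 0.2 uM solution) was preincubated with compound for 10 min at ambient temperature in 50 mM HEPES pH 7.5, 50 mM NaCl, 5 uM MgCl2, 0.05% BSA, 1 mM DTT. OMFP (added at 50 uM) then reacted 10 min; fluorescence read at 485/525 nm.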
Numbers without * were called inactive; u = inconclusive; x = no result given; [ ] = another dose, or the depositor's remark. Unless noted, calls come from the whole dose curve; as a rule, active = well fitted curve in the direction sought with a large enough effect; inconclusive = small, poorly fitted or top-dose-only effect, or another doubt; inactive = no such curve, though single readings can be large; an effect the other way counts as inactive or inconclusive.

Values in the order – Chronic BCR inh | TSHR antagonist | TSG101-PTAP inh | Eya2 phos inh | Tb PFK inh | B2AR arrestin | TCR activator | ELG1 DNA repair | uPA surface inh | Mito fusion yeast | USP2a inh
> COc1ccc(/C(C)=N/Nc2nncc3ccccc23)cc1
    0.5% | -5.7 | 2.2% | 11.9% | -5.5% | 0.4% | -1.4% | u | -18.8% | -37.2%[inhibitor] | 1.7%
> Cc1ccc(C(=O)C(C)OC(=O)Cn2c(C)csc2=O)cc1 (stereo unspecified)
    1.6% | -14.0 | -3.2% | -1.6% | 0.4% | -0.6% | -0.6% | -0.9% | 0.0% | 1.4% | -0.2%
> Cc1cc(C)cc(NC(=O)c2cc(C)nc3ccccc23)c1
    -2.7% | 28.4 | -0.2% | 1.4% | 1.5% | 0.2% | x | 3.7% | -1.6% | 2.8% | -1.9%
> COc1ccc(/C=C2/SC(=S)N(NS(=O)(=O)c3ccccc3)C2=O)cc1
    6.9% | 20.4 | -2.1% | 4.0% | 0.6% | 0.0% | -7.4% | -8.8% | 6.6% | 30.4% | 0.3%
> CCc1ccc(NS(=O)(=O)c2c(C)noc2C)cc1
    1.8% | -4.6 | -2.2% | 6.2% | -0.1% | 0.5% | 4.0% | 19.6% | -8.9% | 22.0% | -0.2%
> CCOC(=O)N1CCN(c2ccc(Cl)cc2)CC1
    u | 2.8 | -6.2% | -4.1% | -0.4% | -0.2% | -3.4%[46.1 µM] | 11.4% | 3.0% | -2.5% | 0.6%
> CC(=O)c1ccc(N2CCN(C(=S)Nc3ccc(Cl)c(Cl)c3)CC2)cc1
    -1.1% | -23.0 | -0.4% | 10.6% | -24.2% | -0.2% | -2.9% | -0.3% | -0.4% | -4.6% | 1.3%
> O=C(COc1ccc(Cl)c(Cl)c1)NN1C(=O)C2C(C1=O)C1C=CC2C12CC2 (stereo unspecified)
    -0.7% | -7.7 | -2.2% | -13.4% | 6.6% | -0.1% | 0.9% | 10.3% | 7.1% | -7.0% | -5.3%
> O=C(C[C@H]1C/C=C\C[C@@H](Cc2ccc(F)cc2)C(=O)OC[C@H]2CCCN2C1=O)N[C@@H](CO)Cc1ccccc1
    0.6% | 11.5 | -0.7% | 0.6% | -6.5% | 0.1% | -10.1% | 10.6% | 8.1% | x | 4.6%
> CC(Oc1ccc(Cl)cc1)C(=O)NCCN1C(=O)S/C(=C\c2cccnc2)C1=O (stereo unspecified)
    u | -8.1 | -0.1% | 5.9% | 2.9% | 0.2% | 5.7%[46.1 µM] | u | -0.4% | 5.1% | 1.2%
> O=c1c2c3c(sc2ncn1-n1cccc1)CCCCC3
    -6.5% | 2.3 | -7.0% | -13.2% | 6.1% | 8.7% | -1.5%[46.1 µM] | u | -5.6% | 23.3% | -1.8%
> Nc1c(C(=O)CSc2nc(-c3ccccc3)cs2)c(=O)[nH]c(=O)n1C1CC1
    0.1% | -19.7 | -4.1% | 15.2% | -16.2% | -0.2% | -6.1% | 18.8% | u | 1.1% | 1.9%
> COc1ccc(NC(=O)CCSc2nnnn2C)cc1
    7.6% | 12.3 | 2.5% | 3.8% | -4.6% | -0.2% | x | u | 1.7% | 2.6% | 1.0%
> NC(=O)C1=C[C@H](c2coc3ccccc3c2=O)C[C@H](OCc2ccc(CO)cc2)O1
    -20.1% | -7.1 | -12.3% | 3.2% | 5.0% | 0.3% | -2.9% | -12.3% | -2.1% | -0.1% | -2.9%
> O=C(CSc1nc2ncc(Cl)cc2[nH]1)Nc1cccc(F)c1
    u | -6.4 | -4.2% | 5.2% | 1.5% | 0.0% | 2.5% | u | -13.3% | 3.1% | 3.2%
> Cc1nnc(NC2=NCCCCC2)o1
    -3.2% | 3.2 | -1.7% | 7.4% | -9.0% | -0.1% | -0.5% | 1.2% | 4.1% | -2.5% | -1.6%
> CCS(=O)(=O)n1nc(-c2ccc(OC)cc2)nc1N
    u | 7.1 | -12.1% | -1.9% | 9.4% | 0.3% | 2.3% | u | 2.7% | -7.0% | 0.0%
> Cc1[nH]c2ccc(C(=O)OC(C)C(=O)N(C)C3CCCCC3)cc2c1C (stereo unspecified)
    1.3% | 2.0 | -1.2% | u | 6.6% | -0.3% | -4.6% | -8.6% | -4.3% | u | -0.8%
> COC(=O)c1sc2nc(N)c(C#N)cc2c1N
    4.7% | -0.3 | -2.3% | 8.3% | 26.3% | -0.6% | 4.3%[46.1 µM] | u | 1.3% | -5.4% | 0.7%
> Cc1nnc(SCC(=O)N2c3ccccc3C(C)(c3ccccc3)CC2(C)C)s1 (stereo unspecified)
    3.6% | -24.3 | -4.0% | -3.2% | -5.1% | -0.6% | 1.9%[46.1 µM] | -0.6% | -8.7% | 15.8µM* | -1.0%
> CC(=O)N1c2ccccc2C(CBr)=CC1(C)C
    -6.7% | 25.6 | -1.5% | 13.3% | 6.4% | -0.6% | 3.4% | -7.3% | 12.5% | -1.9% | 0.8%
> CN(C)c1ccc(/C=C/C(=O)c2ccc(O)cc2)cc1[N+](=O)[O-]
    u | 0.8 | -0.6% | -22.0% | 3.3% | 1.0% | -2.9% | 11.9% | -3.3% | -8.3% | 3.8%
> O=c1cc(-c2ccccc2Cl)oc2c(NS(=O)(=O)c3ccccc3OC(F)(F)F)ccc(O)c12
    u | -15.0 | 1.2% | -9.4% | 0.8% | -0.2% | -1.4% | u | 4.0% | -2.3% | -1.8%
> Cc1ccc(-c2n[nH]c(=S)n2Cc2ccccc2)cc1
    6.3% | -15.9 | 0.7% | -8.1% | -12.0% | -0.3% | 3.2% | 3.8% | x | 12.4% | -0.4%
> CC1(NC(=O)CN2CCN(c3cnn(-c4ccccc4)c(=O)c3Cl)CC2)CCS(=O)(=O)C1 (stereo unspecified)
    7.5% | -6.4 | -0.1% | -9.6% | 12.8% | -0.2% | 0.4% | 28.0% | 15.9% | 2.1% | -1.1%
> COCCNC(=O)Cn1c(=O)n(CCC(=O)NCCc2ccccc2)c(=O)c2ccccc21
    4.0% | 16.5 | -3.2% | -3.0% | -2.7% | -0.9% | -1.5% | -8.6% | 2.1% | 4.1% | 3.8%
> N#C/C(=C\c1ccc(OCc2cccc(C(=O)O)c2)cc1)C(=O)NCc1ccco1
    u | -2.6 | -6.2% | 2.4% | 0.6% | -0.9% | -7.1% | u | -9.7% | 3.1% | -0.9%
> CCOC(=O)C(C)Sc1ccc2nnc(CCNS(=O)(=O)c3ccc(C)cc3)n2n1 (stereo unspecified)
    5.0% | 3.6 | 0.8% | -11.8% | -3.6% | 0.3% | 10.8% | -3.1% | 21.8% | -1.4% | -0.9%
> O=S(=O)(NC(=S)NC1CCCCC1)c1cccs1
    7.1% | -0.4 | -5.5% | 5.0% | 1.5% | 0.0% | -4.1% | 9.6% | -0.9% | 1.7% | 2.8%
> COc1ccccc1NC(=O)Nc1nc(CC(=O)Nc2cccc(F)c2)cs1
    u | -43.3 | -9.0% | 0.8% | -14.5% | -0.2% | -3.5% | u | 3.6% | 3.2% | -9.7%
> C[N+](C)(C)CCN1C(=O)CSC1=O
    -0.1% | 1.4 | -6.5% | -1.9% | -0.3% | -0.5% | 0.0% | 11.7% | -1.9% | -5.6% | 8.3%
> CN1CCN(C(=O)C2CC(c3c(F)cccc3Cl)=NO2)CC1 (stereo unspecified)
    4.1% | 4.7 | -4.9% | 7.1% | 0.3% | -0.1% | -39.6% | 4.8% | 6.8% | -4.7% | 0.1%
> COc1ccc(CCNS(=O)(=O)c2ccccc2)cc1OC
    5.1% | 5.6 | -2.8% | 19.3% | -9.5% | -0.3% | 3.7% | 9.6% | -3.1% | -6.1% | -0.5%
> COc1ccccc1C(=O)NCC(=O)NNc1ncnc(N)c1[N+](=O)[O-]
    -0.1% | 4.0 | x | 8.4% | -0.5% | -0.1% | x | u | x | -0.4% | 4.1%

Results in TSHR antagonist and Eya2 phos inh (2 entries from above):
smiles	TSHR antagonist	Eya2 phos inh
COc1ccccc1C(=O)NCC(=O)NNc1ncnc(N)c1[N+](=O)[O-]	4.0	8.4%
C[N+](C)(C)CCN1C(=O)CSC1=O	1.4	-1.9%
